Screens as filed in PubChem BioAssay.
EBNA-1 inh = EBNA-1 DNA-binding inhibitors, primary screen, biochemical, fluorescence polarization | inhibition, % at 14.8 µM | 0.34% of 300,000 active; in the data active = inhibition above about 28%
PP1 inh = PP1-alpha phosphatase inhibitors, primary screen, counter-screen for PP5 inhibitor project, biochemical, fluorescence, OMFP substrate, single point | Serine/threonine-protein phosphatase PP1-alpha catalytic subunit (Homo sapiens), P62136 | purified PP1alpha | 0.9% of 320,000 active | inhibition, % at 6.7 µM | AID 2235, 2010;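 active = inhibition above the mean inhibition of all tested compounds plus 3 SD, computed separately for each screening campaign, cut at about 15% in these data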
PP5 inh = PP5 phosphatase inhibitors, primary screen, biochemical, fluorescence. Serine/threonine-protein phosphatase 5 (Homo sapiens), P53041. purified PP5c, OMFP substrate fluorescence. inhibition, % at 6.7 µM. 0.18% of 320,000 active. AID 1987, 2009;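 active = inhibition above the campaign's mean inhibition across all tested compounds plus 3 SD, cut at about 9.5% in these data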;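 also: 0% = DMSO only and 100% = 100 µM cantharidin control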
Target sequence (P53041 whole entry, looked up): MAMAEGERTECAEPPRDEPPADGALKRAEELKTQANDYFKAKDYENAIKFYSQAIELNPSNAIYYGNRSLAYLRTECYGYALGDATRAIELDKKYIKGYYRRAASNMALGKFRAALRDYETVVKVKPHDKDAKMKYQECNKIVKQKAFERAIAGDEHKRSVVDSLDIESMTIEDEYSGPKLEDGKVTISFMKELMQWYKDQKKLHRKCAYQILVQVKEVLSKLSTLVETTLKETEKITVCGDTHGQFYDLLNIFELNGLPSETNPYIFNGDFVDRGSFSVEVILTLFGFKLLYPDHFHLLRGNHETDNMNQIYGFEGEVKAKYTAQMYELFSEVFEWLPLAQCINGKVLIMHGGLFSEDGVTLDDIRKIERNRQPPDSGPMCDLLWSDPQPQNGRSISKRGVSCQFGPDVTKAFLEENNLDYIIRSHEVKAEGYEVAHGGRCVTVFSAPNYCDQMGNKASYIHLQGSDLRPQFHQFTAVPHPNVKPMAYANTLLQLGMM
core dimer inh = inhibitors of HCV core protein dimerization, primary screen, biochemical, TR-FRET, high-throughput. inhibition, % at 5 µM. 0.33% of 300,000 active. TR-FRET GST/Flag-core106 dimerization, 1536-well;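 active = inhibition above the mean of all tested compounds plus 3 SD, set per screening campaign, cut at about 45% in these data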
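Assay system: tagged HCV core106 pair (GST and Flag); medium: KF-containing HEPES buffer, pH 7.45, DTT, CHAPS, BSA; also added: Eu donor and XL665 acceptor anti-tag antibodies; dosing: 5 µM single dose; timing: compound-protein-antibody incubation 4 h at 22.5 °C; signal: TR-FRET 671 and 617 nm emission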
Yeast superoxide = reduction of superoxide in aged yeast, primary screen, HTS. AID 2690, 2010. S. cerevisiae aged cells, superoxide DHE fluorescence; active compounds read low. superoxide response (% of plate mean), % at 10 µM. 0.18% of 330,000 active;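 active = superoxide response under a set limit, about three screen SD below normal, cut at about 65% in these data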;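 also: yeast aged for seven days with compound at 30 °C before DHE staining; 100% = average MFI of all compound-treated wells on the plate with controls excluded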
TPT1 inhibitor = Candida albicans TPT1 enzyme inhibitors, primary screen, biochemical, fluorescence polarization. tRNA 2'-phosphotransferase TPT1 (Candida albicans SC5314). recombinant caTPT1, FP RNA substrate dephosphorylation. inhibition, % at 5 µM. 0.81% of 300,000 active. AID 1962, 2009;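 active = inhibition above the mean of all tested compounds plus 3 SD, set per screening campaign, cut at about 24% in these data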;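 also: plate controls were DMSO alone for no effect and ferristatin control at 100 nM for full effect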
ZTA DNA inh = counter-screen for EBNA-1 inhibitors: inhibitors of Epstein-Barr virus ZTA; ZTA-DNA binding, fluorescence polarization; 0.15% of 320,000 active; AID 2234; inhibition, % at 11 µM; P03206; in the data active = inhibition above about 33%
JMJD2C inh = inhibitors of GASC-1 histone demethylase, primary screen, biochemical, fluorescence, DELFIA europium; Lysine-specific demethylase 4C (Homo sapiens), Q9H3R0; GST-JMJD2C(1-420) H3K9me3 demethylation; inhibition, % at 2.35 µM; 0.069% of 330,000 active; AID 2099, 2009;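 active = more than half of a compound's replicate wells show inhibition beyond 50%, single wells judged on their own value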;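 also: signal counts dimethyl H3K9 product captured on neutravidin plate; 0% = median of DMSO wells and 100% = 0.3 times that DMSO median; strong numbers were not always called active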
Target sequence (Q9H3R0 1-420 limits assumed): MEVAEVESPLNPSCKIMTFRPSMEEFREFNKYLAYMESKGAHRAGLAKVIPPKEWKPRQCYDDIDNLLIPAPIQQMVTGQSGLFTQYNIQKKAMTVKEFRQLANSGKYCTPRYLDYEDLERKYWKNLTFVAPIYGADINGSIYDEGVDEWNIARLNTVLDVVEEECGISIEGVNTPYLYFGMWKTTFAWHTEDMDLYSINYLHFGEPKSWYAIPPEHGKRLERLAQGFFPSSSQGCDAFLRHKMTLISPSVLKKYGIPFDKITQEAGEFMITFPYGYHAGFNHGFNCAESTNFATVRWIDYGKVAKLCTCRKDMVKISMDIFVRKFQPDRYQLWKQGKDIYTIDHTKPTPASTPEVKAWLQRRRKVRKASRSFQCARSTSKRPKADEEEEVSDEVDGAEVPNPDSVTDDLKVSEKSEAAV
Fh CTSL1 inh = Fasciola hepatica cathepsin L1 inhibitors, primary screen, counter-screen for PFM18AAP inhibitor project, biochemical, QFRET, fluorogenic peptide substrate; 0.49% of 300,000 active; inhibition, % at 5.96 µM; AID 1906, 2009; recombinant F. hepatica cathepsin L1, Z-Leu-Arg-MCA fluorescence;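 active = inhibition above the mean of all tested compounds plus 3 SD, set per screening campaign, cut at about 17% in these data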;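 also: 0% = plate median of test compound wells and 100% = 1 µM Z-Phe-Ala-diazomethylketone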
* hit, by the source's call; i = inactive; x = no result given.

Second line of a record: EBNA-1 inh	PP1 inh	PP5 inh	core dimer inh	Yeast superoxide	TPT1 inhibitor	ZTA DNA inh	JMJD2C inh	Fh CTSL1 inh
- O=C(c1ccc(F)cc1)N(C(=O)c1ccc(F)cc1)c1ncccn1
  -0.1	-4.4	-1.5	0.3	85.4	-0.5	-7.7	10.1	-1.8
- CC(=O)N(Cc1ccc(Cl)cc1)c1cnccn1
  2.3	3.0	-0.3	-11.5	105.2	-6.4	-5.1	53.3	3.9
- CC1Sc2ccc(C(=O)N3CCCC(C(F)(F)F)C3)cc2NC1=O (configuration not stated)
  3.6	-1.6	5.7	2.8	100.2	0.6	0.3	18.5	-0.1
- CCC(C)NC(=S)Nc1ccccc1OC (configuration not stated)
  5.7	-4.2	2.4	-3.0	74.0	0.1	-10.7	-4.3	3.6
- CCC(/C=N/NC(=O)c1ccccc1F)CC
  -8.4	-4.2	-1.1	9.1	89.0	0.5	5.2	-8.1	-7.3
- O=c1[nH]c2ccccc2cc1CN(CC1CCCO1)S(=O)(=O)c1ccccc1 (configuration not stated)
  1.6	-1.6	1.0	6.8	103.6	-1.3	-7.4	-15.0	-6.3
- O=[N+]([O-])c1ccc(N2CCN(CCOc3nonc3-c3ccccc3)CC2)c(Cl)c1
  4.1	5.7	-1.1	5.2	120.2	-0.4	6.2	-3.7	-4.1
- COc1ccc(C(=O)NNS(=O)(=O)c2ccccc2)cc1OC
  -5.4	-3.1	0.1	-5.7	105.4	2.2	-3.9	-0.5	-5.5
- O=C(CSc1nnc(-c2cccnc2)n1Cc1ccco1)N1CCc2ccccc21
  15.8	-1.9	-3.7	9.8	100.9	7.2	7.4	6.7	-2.8
- CC(C)NC(=O)C1CCN(C(=O)c2cc3sccc3n2Cc2ccc(F)cc2)CC1
  -16.5	-9.3	8.4	4.5	111.7	2.6	-10.7	1.8	8.2
- CCCCNc1cc(Cl)nc(N)n1
  -3.0	-4.5	-0.7	-4.4	106.0	-3.3	10.6	1.8	-0.1
- O=C(NCc1ccccn1)c1cc(S(=O)(=O)N2CCCCCC2)ccc1Cl
  0.4	-2.5	1.6	0.9	109.5	-1.0	10.6	3.0	-0.1
- CC1CCN(CC(=O)Nc2ccc(N3CCCCCC3)cc2)CC1
  1.6	3.6	0.8	-6.5	95.0	6.9	4.8	-13.5	3.7
- COc1cccc(CC(NC(C)=O)C(=O)NC2CCN(S(=O)(=O)c3ccc(NC(C)=O)cc3)CC2)c1 (configuration not stated)
  7.8	0.8	1.4	-0.3	94.2	-3.3	8.9	4.9	-0.9
- COc1ccc(C(=O)N2CCC(O)(c3ccc(F)cc3)CC2)cc1OC
  2.5	-3.9	-1.2	-5.5	91.7	-1.2	-1.9	4.1	-0.3
- Cc1noc(C)c1COC(=O)CCc1ccc(S(=O)(=O)N2CCCCC2)cc1
  -6.5	3.2	-7.6	-1.4	146.1	-1.7	-7.2	3.5	5.4
- COC(=O)[C@@H]1C[C@@]2(O)[C@@H](O)[C@@H](O)[C@@H](O)C[C@H]2N1Cc1ccc(C)s1
  -16.4	2.1	2.1	-7.5	104.5	0.5	-10.6	13.7	-1.2
- Cc1ccccc1NC(=O)C1CCCN(S(=O)(=O)c2cccc3cccnc23)C1 (configuration not stated)
  -7.5	-2.4	0.6	1.6	99.8	-0.3	12.8	7.8	-2.3
- CN(C)C(CNC(=O)NC1CCCCC1)c1cccnc1 (configuration not stated)
  0.6	-2.2	0.9	-3.6	90.8	-1.9	-1.5	-16.0	-4.6
- Cc1ccccc1-n1c(-c2ccc(=O)[nH]n2)n[nH]c1=S
  -4.5	0.6	2.2	-4.4	93.2	-0.3	-3.8	-9.8	2.2
- Cc1[nH]c2ccccc2c1/C=N/NC(=O)c1cccc(Br)c1
  -2.5	1.0	1.8	-8.1	78.7	6.9	-7.7	-6.3	1.5
- CCc1nn2cc(C(=O)c3cc(Cl)ccc3O)cnc2c1-c1ccc(F)cc1
  -2.0	2.4	1.1	-7.6	100.2	-1.8	3.7	1.1	10.4
- CCOC(=O)C1=C(C)N(CCCCCC(=O)O)C(=O)NC1c1ccccc1OS(=O)(=O)c1ccc(C)cc1 (configuration not stated)
  10.7	7.0	0.7	12.6	x	-1.6	7.9	2.2	2.3
- Cc1ccc(C(=O)/C=C/Nc2ccc3c(c2)OCO3)cc1
  -3.0	1.5	2.5	11.4	109.6	8.6	20.9	-5.1	0.9
- Cc1cc(C)c(CSc2ncnc3nc[nH]c23)c(C)c1
  4.5	0.8	1.3	2.2	96.9	-5.9	-1.2	-5.3	1.8
- Cn1c(=O)n(C/C=C/c2ccccc2)c(=O)c2c1nc1n2CCCN1c1ccc(F)cc1
  -4.0	0.3	2.0	4.0	115.0	1.5	-2.0	22.6	7.3
- Cc1cc2nc(=O)c(/C=C3\C=Nc4ccccc43)c(N)n2o1
  4.2	-0.6	0.4	-1.8	87.8	18.4	9.9	-8.0	11.2
- COc1ccc(S(=O)(=O)n2nc(-n3c(C)ccc3C)c3c(F)cccc32)cc1OC
  -2.9	-7.1	1.9	7.5	90.2	-0.1	8.5	7.0	-1.4
- O=C(NCCc1ccccc1)C1CCN(S(=O)(=O)c2cccnc2)CC1
  4.7	0.6	1.5	-2.6	82.4	-4.2	-9.8	-6.4	-1.3
- Cc1cc(C)n(-c2cc(Cl)cc(Cl)c2)c(=O)c1C#N
  -19.1	-1.6	1.9	-3.1	87.4	3.5	10.6	-46.1	-2.6
- Cc1ccc(S(=O)(=O)N2CCCCC2)cc1C(=O)N(CCc1ccccc1)Cc1ccccc1
  6.8	5.9	2.3	6.6	79.0	0.6	-6.7	-3.8	2.4
- CCc1nnc(NC(=O)CSc2nnc(-c3ccc(NS(=O)(=O)c4ccccc4)cc3)o2)s1
  -3.7	0.3	1.8	2.8	89.7	-0.2	-4.8	3.0	1.3
- CCNC(=O)CN(C1CCCCC1)S(=O)(=O)c1ccc(F)cc1
  11.9	0.3	-0.5	0.6	98.0	0.1	12.1	-3.0	0.9
- CC(C)(C)c1nc2c(s1)CCc1onc(-c3ccc(Br)cc3)c1-2
  6.7	0.7	1.4	-10.2	97.6	-6.2	3.6	-4.6	1.3
- COc1cccc(-c2c3c([nH]c(=O)c2C#N)CCc2cc(OC)ccc2-3)c1
  -5.7	0.5	-1.2	3.0	111.4	0.8	-8.0	16.7	1.5
- CN(C)S(=O)(=O)c1cccc(NC(=O)CN2C(=O)NC(CCc3ccccc3)C2=O)c1 (configuration not stated)
  -10.7	-6.7	-2.2	-1.0	102.0	2.8	12.9	8.2	-8.0
- CCc1ccc(-c2cc(C(F)(F)F)n3nc(C(=O)Nc4c(C)nn(Cc5ccc(F)cc5)c4C)cc3n2)s1
  12.3	6.5	0.9	20.3	107.0	4.0	11.9	-21.5	5.0
- O=C(Nc1cccc(NC(=O)N2CCN(c3ccccc3)CC2)c1)N1CCN(c2ccccc2)CC1
  -15.9	-0.2	2.5	10.2	107.8	-0.8	4.3	1.7	7.3
- COc1ccccc1C(=O)NCCC(=O)Nc1cccc(C)n1
  0.3	-2.5	0.3	-5.7	93.2	-0.2	-6.8	-14.1	-1.0
- COCC(=O)n1nc(-c2ccc(Cl)cc2)nc1NCc1ccc(F)cc1
  -11.8	3.9	6.0	2.0	126.7	4.7	6.6	11.4	4.8

Single records, as listed above. Order of values: EBNA-1 inh	PP1 inh	PP5 inh	core dimer inh	Yeast superoxide	TPT1 inhibitor	ZTA DNA inh	JMJD2C inh	Fh CTSL1 inh
O=C(NCCc1ccccc1)C1CCN(S(=O)(=O)c2cccnc2)CC1 is entered as 4.7	0.6	1.5	-2.6	82.4	-4.2	-9.8	-6.4	-1.3
Cn1c(=O)n(C/C=C/c2ccccc2)c(=O)c2c1nc1n2CCCN1c1ccc(F)cc1 is entered as -4.0	0.3	2.0	4.0	115.0	1.5	-2.0	22.6	7.3
Cc1[nH]c2ccccc2c1/C=N/NC(=O)c1cccc(Br)c1 is entered as -2.5	1.0	1.8	-8.1	78.7	6.9	-7.7	-6.3	1.5

Carrying on:
Second line of a record: EBNA-1 inh	PP1 inh	PP5 inh	core dimer inh	Yeast superoxide	TPT1 inhibitor	ZTA DNA inh	JMJD2C inh	Fh CTSL1 inh
- CC(Sc1nc2ccccc2s1)C(=O)NC1CCCc2ccccc21 (configuration not stated)
  5.1	7.3	3.0	-1.6	91.6	-1.4	-1.9	15.1	4.0
- O=c1[nH]c(SCc2ccccc2Cl)nc2c1CCCC2
  -0.8	-0.8	2.5	3.6	95.6	-2.3	-15.7	i	-3.1
- Cn1c(=O)c2c(nc(Sc3ncccn3)n2Cc2ccc(Cl)cc2)n(C)c1=O
  16.1	-4.3	-0.2	-122.3	109.7	0.6	0.1	1.2	-2.4
- Cc1nc(N2CCN(C)CC2)c2c(C)c(C(=O)Nc3ccc(F)cc3)sc2n1
  5.3	-3.7	1.8	-6.6	87.5	-2.3	-6.0	-9.4	9.4
- CCc1cccc(NC(=O)Cn2c3[n+](c4ccc(C(F)(F)F)cc42)CCCCC3)c1
  -7.0	-2.3	1.4	-6.6	85.3	0.4	-0.8	-0.1	0.3
- Cc1cc(=O)[nH]c(SCc2ccccc2)n1
  -10.3	-0.3	-1.0	-0.3	107.4	1.0	-13.6	1.9	-0.6
- Cc1cc(C)c2c(=O)[nH]c(SCC(=O)N3CCOCC3)nc2n1
  8.0	-0.7	2.6	1.8	96.6	-4.8	-4.1	-9.9	1.1
- COc1cccc(CN2C(=O)C(C)N(C(=O)c3c(F)cccc3F)c3ccccc32)c1 (configuration not stated)
  -5.2	7.8	4.8	0.7	94.1	-6.1	-16.1	-37.6	4.9
- COc1ccc(CCNC(=O)c2cc(-c3ccc(C)cc3O)n[nH]2)cc1OC
  -8.0	-0.5	4.2	1.1	108.7	-0.8	0.7	8.4	2.4

Rows were taken by chance. Share with any hit: about 3.1%.
